Bioassay records: PubChem BioAssay, The Scripps Research Institute Molecular Screening Center
SRC1 TRFRET art: TR-FRET artefact, counter-screen to PPARgamma/SRC-1 agonist assay; AID 1051; 99,000 tested, 0.34% active; TR-FRET ratio at 8 µM; TR-FRET detection artefact counter-screen, emission ratio; stronger effect = higher value; in the data active = TR-FRET ratio above about 2300; note: inactives centre near 1800; reference of the scale not given here
SRC3 TRFRET art: counter-screen for PPARgamma SRC-3 recruitment agonists: TR-FRET artefact | PPARgamma/SRC-3 format; stronger effect = higher value | TR-FRET ratio at 8 µM | 99,000 tested, 0.39% active; in the data active = TR-FRET ratio above about 2000; note: inactives centre near 1600; reference of the scale not given here
* marks the source's active call; other numbers are inactive results.

Order of results: SRC1 TRFRET art	SRC3 TRFRET art
- COc1ccc(/C=C/C(=O)Nc2ccc(-n3nncc3-c3ccc(OC)c(OC)c3)cc2)cc1OC
 : 1964	1745
- C=CCNC(=O)Nc1cc(Cl)ccc1OC
 : 1806	1743
- O=C(O)c1cc(N/N=C/c2cccs2)ccc1Cl
 : 1678	1500
- CCONC(=O)Nc1ccccc1
 : 1554	1565
- CCn1ncc(C2=NOC(C(=O)Nc3cccnc3)C2)c1C (stereo unspecified)
 : 1649	1648
- O=C(/C=C/c1ccc(OCc2cccc(Cl)c2)cc1)N1CCOCC1
 : 1785	1458
- NC(=O)NOCc1ccc(F)cc1Cl
 : 1742	1722
- Cc1cc[n+](C2=C([O-])c3ccccc3C(=O)/C2=N\S(=O)(=O)c2cccs2)cc1C
 : 1764	1608
- CCN(CC)S(=O)(=O)c1ccc(N2CCN(CCO)CC2)nc1
 : 1856	1423
- O=C(N/N=C/c1ccccn1)c1cc(-c2ccccc2Cl)n[nH]1
 : 1499	1431
- Cc1nn(CCCC(=O)NCc2ccc(Cl)cc2)c(C)c1[N+](=O)[O-]
 : 1806	1682
- CC(C)(C)C1(C)OC(=O)C(=Cc2ccc(OCC(=O)Nc3ccccc3)cc2)C(=O)O1 (stereo unspecified)
 : 1730	1510
- COc1cc(NC(=O)c2cccs2)c(C(=O)OCC(=O)NCc2ccco2)cc1OC
 : 1974	1624
- CC(=O)/C(N=Nc1cc(C)ccc1O)=C(\C)O
 : 1934	1552
- O=C1OCCC1Sc1nnc(-c2ccccc2Br)n1Cc1ccccc1 (stereo unspecified)
 : 1708	1403
- CCCCc1ccc(NC(=O)C(=O)NCCN2CCN(Cc3ccc([N+](=O)[O-])cc3)CC2)cc1
 : 2022	1516
- Cc1cccc(C)c1C(=NCCCN(C)C)c1ccccc1
 : 1986	1562
- Cc1ccc2nc(-c3ccncc3)c(Nc3ccccc3)n2c1
 : 1746	1587
- Cc1ccc(CSCCNS(=O)(=O)c2ccccc2)cc1
 : 1925	1589
- COCCn1cnnc1SCC(=O)Nc1ccc(Br)cc1F
 : 1723	1602
- CSc1ccc(CNCC(O)c2ccccc2)cc1 (stereo unspecified)
 : 1650	1435
- O=C(OCc1nnc(-c2ccccc2)o1)C1CC(=O)N(Cc2ccco2)C1 (stereo unspecified)
 : 1773	1585
- Nc1nc(-c2cccnc2)nc2sc3c(c12)CCCC3
 : 1669	1520
- CC(Oc1ccc(Br)cc1)C(=O)Nn1c(=S)[nH]c2ncccc2c1=O (stereo unspecified)
 : 1709	1393
- COc1ccc(/C=N/NC(=O)CNC(=O)COc2ccccc2)cc1
 : 1521	1617
- Cc1nnc(SCCN2CCOCC2)n1-c1cccc(Cl)c1
 : 1625	1900
- Cc1ccc(CN2CCNC(=O)C2CC(=O)NCC(F)(F)F)o1 (stereo unspecified)
 : 1635	1590
- Cc1ccc(Cl)cc1OCC(=O)NCCOC(=O)Nc1sc(=S)n(C)c1C
 : 1788	1343
- Cc1cccc(C)c1-n1cccc1/C=C1/C(=N)N2C(=NC1=O)SN=C2S(C)(=O)=O
 : 1689	1679
- COC(=O)C1=C(C)NC(C)=C(C(=O)OC)C1C(=O)OCC(=O)Nc1ccc(C(C)=O)cc1
 : 1917	1598

Filtered by structure: the compounds so far with an aryl thioether with sulfur outside any ring.
Order of results: SRC1 TRFRET art	SRC3 TRFRET art
- O=C1OCCC1Sc1nnc(-c2ccccc2Br)n1Cc1ccccc1 (stereo unspecified)
 : 1708	1403
- COCCn1cnnc1SCC(=O)Nc1ccc(Br)cc1F
 : 1723	1602
- CSc1ccc(CNCC(O)c2ccccc2)cc1 (stereo unspecified)
 : 1650	1435
- Cc1nnc(SCCN2CCOCC2)n1-c1cccc(Cl)c1
 : 1625	1900

(listing goes on)
Order of results: SRC1 TRFRET art	SRC3 TRFRET art
- Cc1nc(N2CCCCC2)c2c(C)c(C(=O)Nc3cccc(C(F)(F)F)c3)sc2n1
 : 2255	2057*
- NCC(=O)Nc1ccc(Br)cc1
 : 1675	1544
- O=C(Nc1ccc2oc(=O)ccc2c1)c1cc([N+](=O)[O-])ccc1N1CCOCC1
 : 1813	1396
- O=C(/C=C/c1ccc(F)cc1)NCCNC(=O)/C=C/c1ccc(F)cc1
 : 1865	1527
- Cn1c(-c2ccccc2)c(/C=N/NC(=O)c2cccnc2)c2ccccc21
 : 2175	1877
- COc1cccc(/C=N/NC(=O)CSc2ccccc2C)c1O
 : 1761	1504
- COCCNc1nc(-c2cc(C)n(CCc3ccc(OC)cc3)c2C)cs1
 : 1719	1503
- COc1cccc(CN2CCNC(=O)C2CC(=O)NCCOc2cccnc2)c1OC (stereo unspecified)
 : 1502	1473
- CC1=NN(c2cccc([N+](=O)[O-])c2)C(=O)C1
 : 1742	1640
- COc1cccc(-n2c(CN3CCN(c4ccc(C)cc4)C(C)C3)nc3ccc([N+](=O)[O-])cc3c2=O)c1 (stereo unspecified)
 : 2013	1625
- COc1ccc(OCCCC(=O)Nc2nnc(C3CCCO3)s2)cc1 (stereo unspecified)
 : 1984	1719
- COc1ccc(Nc2ccc(S(=O)(=O)N3CCCCC3)cc2[N+](=O)[O-])cc1
 : 2199	1774
- Cc1ccccc1OCC(=O)NNC(=O)CCN1C(=O)c2ccccc2C1=O
 : 1729	1828
- Cc1ccc(/C=N/NC(=O)CN2CCN(S(=O)(=O)c3ccc(Br)cc3)CC2)s1
 : 1928	1634
- O=C(NCCCn1ccnc1)c1nn2c(C(F)(F)F)cc(-c3ccc(Br)cc3)nc2c1Cl
 : 1748	1682
- O=C(O)Cc1ccc(NS(=O)(=O)c2ccccc2Cl)cc1
 : 1618	1444
- N#Cc1ccccc1NC(=O)C1CC(=O)N(c2ccc3c4c(cccc24)CC3)C1 (stereo unspecified)
 : 1665	1563
- CCOC(=O)c1nnn(-c2nc(N(C)C)nc(N(C)C)n2)c1C
 : 1722	1664
- CC(C)(C)NC(=O)N1CCn2cccc2C1c1ccccc1F (stereo unspecified)
 : 1697	1512
- CCOc1ccc(C(=O)Nc2cccc(C(C)=O)c2)cc1[N+](=O)[O-]
 : 1664	1650
- CCOc1ccc(OCC)c(NC(=O)CSc2nc3cccnc3n2C)c1
 : 1908	1718
- COc1ccc(OC)c(N(CC(=O)O)S(=O)(=O)c2ccc(OC)c(OC)c2)c1
 : 1583	1537
- CCC(=O)Nc1c(C#N)c2nc3ccccc3nc2n1-c1ccccc1C
 : 1939	1479
- CCN(C(=O)COc1ncnc2sccc12)c1ccccc1
 : 1581	1450
- COc1cc2cc(Oc3ccc4ccc(=O)oc4c3)c(=O)oc2cc1OC1OC(COC(=O)CC(C)(O)CC(=O)O)C(O)C(O)C1O (stereo unspecified)
 : 1929	1577
- Cc1ccc(OCC(=O)N2CCN(C(=O)c3cccc(F)c3)CC2)cc1
 : 1891	1516
- CCOc1cccc(C(=O)Nc2cccc(C(=O)NCC(C)C)c2)c1
 : 1738	1484
- Cc1ccc(-c2cn3c(n2)SCC3)cc1
 : 1549	1661
- C=CCc1cc(Cl)ccc1OCCOCCNC(C)(C)C
 : 1444	1730
- O=c1c2ccccc2cnn1Cc1n[nH]c(=S)n1-c1ccc(F)cc1
 : 1641	1474
- CCC1S/C(=N/N=C/c2ccco2)NC1=O (stereo unspecified)
 : 1701	1532
- COc1cc(C(C(=O)NC2CCCCC2)N(CCN2CCOCC2)C(=O)C2COc3ccccc3O2)cc(OC)c1OC (stereo unspecified)
 : 1583	1411
- Cc1noc(C)c1CN(C(=S)NC1CC1)c1ccccc1
 : 1825	1392
- COc1ccc([N+](=O)[O-])cc1NC(=O)CSCc1ccc(Br)cc1
 : 1654	1439
- Cc1nc(N)ncc1Sc1ccc(Cl)cc1
 : 1981	1787
- COc1ccc(C(=O)NCCSC2CCCCC2)cc1
 : 1652	1706
- CCCCCCn1c(COc2ccccc2F)nnc1SCC(=O)c1c(N)n(C)c(=O)n(C)c1=O
 : 1858	1619
- NC(=O)NNc1cccc(Cl)n1
 : 1744	1655
- CCOC(=O)c1cc2c(ccn2C)n1CC(=O)N(C)C
 : 1718	1602
- Cc1cccc(NC(=O)Cn2cnc3c(oc4nc5c(cc43)COC(C)(C)C5)c2=O)c1
 : 1482	1624
- Cc1cc(=O)[nH]c2c(N=Nc3ccc(O)cc3)c(N)nn12
 : 1888	1958
- CCN1CCN(CCOc2cccc(Oc3ccccc3)c2)CC1
 : 1814	1489
- O=C(CNC(=S)N(Cc1ccc(F)cc1)C1CCCCC1)NCCN1CCOCC1
 : 1881	1449
- COc1ccc(NC(=O)COc2nsnc2N2CCOCC2)cc1
 : 1844	1509
- CC(=O)N/C(=C\c1cccc([N+](=O)[O-])c1)C(=O)NC(C)C
 : 1782	1614
- O=C(CSc1nn(-c2ccc(Cl)cc2)c(=S)s1)NCC1CCCO1 (stereo unspecified)
 : 2022	1667
- COc1ccc(-n2c(C)cc(C(=O)COC(=O)Cc3n[nH]c(=O)c4ccccc34)c2C)cc1
 : 1475	1657
- CC(C)Cn1c(O)c(/C=C2\C=NN=C2c2ccccc2)sc1=S
 : 1775	1655
- COc1ccccc1/C=C/C(=O)Nc1cccc(C(C)=O)c1
 : 1856	1730
- O=c1[nH]ncc(N2CCCCCC2)c1Cl
 : 1847	1594
- COc1ccc(CCN2C(=O)C3C4C=CC(C5CC45)C3C2=O)cc1OC (stereo unspecified)
 : 1843	1532
- COC(=O)CSc1ccc2c(N)c(C(=O)OC)sc2c1
 : 1915	1464
- CCOc1ccc(/C=C(\C(=O)O)c2ccc(S(=O)(=O)N3CCOCC3)s2)cc1OC
 : 1666	1940
- C=CCn1c(SCC(=O)NCc2cccs2)nnc1C1CCCCC1
 : 2048	1572
- CCOc1ccc(/C=C(/NC(=O)c2ccccc2Cl)C(=O)O)cc1
 : 2000	1485
- CC(C)CC(=O)NC(NC(=S)Nc1ccccc1)C(Cl)(Cl)Cl (stereo unspecified)
 : 1810	1399
- O=C(Nc1ccccc1)c1ccc(NCCc2ccccc2)c([N+](=O)[O-])c1
 : 1640	1397
- COc1ccc(C(O)(c2ccccc2OC)C(CN2CCOCC2)c2ccccc2)cc1 (stereo unspecified)
 : 1832	1632
- COc1ccc(-n2c(O)c(/C=N/NS(=O)(=O)c3cc(C)ccc3C)c3ccccc3c2=O)cc1OC
 : 1669	1591
- CC(C)c1ccc(Nc2nnc(SC3CCOC3=O)s2)cc1 (stereo unspecified)
 : 1712	1456

(listing goes on)
Order of results: SRC1 TRFRET art	SRC3 TRFRET art
- Cc1nc(C(F)(F)F)c(C(=O)N/N=C(\N)c2ccccn2)s1
 : 1492	1275
- COCCn1nnnc1SCC(=O)Nc1ccc2c(c1)OCO2
 : 1918	1805
- COc1ccc2c(c1O)Cc1ccccc1C2=O
 : 1859	1592
- Cc1ccc(NC(=O)CN2C(=O)C3C4C=CC(C4)C3C2=O)cc1S(=O)(=O)N(C)C (stereo unspecified)
 : 1934	1756
- Cc1ccc(-n2c(SCC(=O)Nc3ccc4c5c(cccc35)CC4)nc(O)c(C)c2=O)cc1
 : 1512	1487
- COc1cc(C2Nc3ccccc3C(=O)N2c2ccccc2)c(Br)cc1OCC(=O)O (stereo unspecified)
 : 1780	1510
- CCN(CC)S(=O)(=O)c1ccc(N2CCN(c3cccc(OC)c3)CC2)c([N+](=O)[O-])c1
 : 1632	1535
- NC(=S)Nc1ncc(CCN2CCOCC2)c(-c2ccc(F)cc2)n1
 : 1770	1580
- O=C(Nc1nnc(C2CC2)o1)c1ccc(S(=O)(=O)N2CCc3ccccc3C2)cc1
 : 1645	1417
- COCCNC(=O)NC(=O)CN1CCCc2ccccc21
 : 1843	1417
- CC(C)OC(=O)CCC(=O)Nc1ccc(F)cc1
 : 1781	1806
- CCOC(=O)c1cccc(NC(=O)/C=C/c2ccc3c(c2)OCO3)c1
 : 1684	1497
- O=C(c1ccc(F)cc1F)N1CCN(c2n[nH]c(=O)[nH]c2=O)CC1
 : 1688	1457
- CN1CCCN(c2ccc([N+](=O)[O-])cc2)CC1
 : 1518	1440
- COc1ccc(NC(=O)CCNS(=O)(=O)c2ccc3c(c2)c(=O)n(C)c(=O)n3C)cc1OC
 : 1829	1621
- COc1cc(Br)c(CCNC(=O)c2ccco2)cc1OC
 : 1607	1527
- COc1ccc(CCNC(=O)C2Cc3ccccc3C(=O)O2)cc1 (stereo unspecified)
 : 1790	1568
- Cc1c(C(=O)NCc2ccc(S(N)(=O)=O)cc2)oc2ccc(Cl)cc12
 : 1952	1393
- C/C(=N\NC(=O)c1ccc(Br)cc1)c1cccc(NC(=O)c2cccnc2)c1
 : 1670	1491
- CC(=O)N/C(=N\OCc1ccc(Br)cc1)c1nonc1NC(C)=O
 : 1825	1426
- CC12COC3(C(=O)NCCc4ccccc4)CC1CCC32C (stereo unspecified)
 : 1814	1523
- O=C(COC(=O)Cn1cnc2ccccc2c1=O)Nc1ccc2c(c1)OCO2
 : 2126	1484
- COc1ccccc1CN1C[C@@H]2C[C@@H](c3[nH]c4c(C)cccc4c3C)N3CCC[C@@]23C1=O
 : 1563	1560
- C=CCn1c(CNC(=O)c2cccs2)nnc1SCc1ccc(Cl)cc1Cl
 : 1742	1529
- COc1cc(NC(=O)c2ccccc2NS(=O)(=O)c2ccc(Cl)s2)cc(OC)c1
 : 2002	1480
- COCCNc1nnc(SCC(=O)c2c[nH]c3ccccc23)s1
 : 1982	1643
- N=C(N)N1CCc2ccccc2C1
 : 2022	1825
- CC(=O)Nc1ccc(OC(=O)c2c(-c3ccccc3Cl)noc2C)cc1
 : 2018	1610
- CCN(CC)c1ccc(C=C2C(=O)OC(c3ccccc3)OC2=O)cc1 (stereo unspecified)
 : 1617	1690
- CCOC(=O)/C(C#N)=C/c1ccc(N2CCN(C)CC2)cc1
 : 2082	1617

A section from further up:
Order of results: SRC1 TRFRET art	SRC3 TRFRET art
- Cc1nc(C(F)(F)F)c(C(=O)N/N=C(\N)c2ccccn2)s1
 : 1492	1275
- COCCn1nnnc1SCC(=O)Nc1ccc2c(c1)OCO2
 : 1918	1805
- COc1ccc2c(c1O)Cc1ccccc1C2=O
 : 1859	1592
- Cc1ccc(NC(=O)CN2C(=O)C3C4C=CC(C4)C3C2=O)cc1S(=O)(=O)N(C)C (stereo unspecified)
 : 1934	1756
- Cc1ccc(-n2c(SCC(=O)Nc3ccc4c5c(cccc35)CC4)nc(O)c(C)c2=O)cc1
 : 1512	1487
